influenza NS1A: NS1A inhibition, H1N1 influenza, cell based functional assay (AID 504329). inhibition, % at 12.5 µM; hits with a dose series show IC50 in µM. NS1A functional cell-based assay, percent inhibition; higher % means a stronger effect. 340,000 tested, 0.3% active; in the data active = a potency from the dose series; inconclusive = inhibition above about 27% without an active follow-up result; also: strong numbers were not always called active
H37Rv inhibition: M. tuberculosis growth inhibition, HTS (AID 449762); M. tuberculosis H37Rv growth inhibition, 7H9 media; higher % means a stronger effect; inhibition, % at 25 µM, or IC50 in µM where a hit was titrated; 330,000 tested, 0.59% active; in the data active = a potency from the dose series; inconclusive = inhibition above about 70% without an active follow-up result;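 also: bacterial growth assessed after seven days of incubation; strong numbers were not always called active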
PhoP GFP inhibition: PhoP regulon inhibitors, Salmonella typhi PhoP promoter GFP reporter, confirmatory (AID 1850); one-dose inhibition, % at 50 µM; IC50 in µM for titrated hits; 310,000 tested, 0.33% active; Salmonella Typhi PhoP-promoter GFP reporter, fluorescence, 4 h; higher % means a stronger effect; in the data active = a potency from the dose series; inconclusive = inhibition mostly from about 25% at the one dose, without a potency; inactive = the rest, 99 in 100 with inhibition below about 19%;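 also: 0% = induced wells with vehicle and 100% = uninduced wells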
VEEV TC-83 Vero: inhibitors of VEEV TC-83 cytopathic effect, confirmation, Vero cells (AID 588727). Vero cells, VEEV TC-83 cytopathic effect inhibition; higher % means a stronger effect. inhibition, % at 20 µM, or IC50 in µM where a hit was titrated. 350,000 tested, 0.13% active; in the data active = a potency from the dose series; inconclusive = inhibition mostly from about 14% at the one dose, without a potency; inactive = the rest, 99 in 100 with inhibition below about 12%; also: strong numbers were not always called active
M. tuberculosis: growth inhibition of non-replicating M. tuberculosis (AID 488890); Mycobacterium tuberculosis non-replicating, growth inhibition; higher % means a stronger effect; inhibition, % at 25 µM; hits with a dose series show IC50 in µM; 320,000 tested, 0.39% active; in the data active = a potency from the dose series; inconclusive = inhibition mostly from about 82% at the one dose, without a potency; inactive = the rest, 99 in 100 with inhibition below about 76%;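 also: plate controls were DMSO cells for no effect and high antibiotic wells for full effect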
VEEV TC-83 Vero 10K pilot screen: second read-out of VEEV TC-83 Vero, no call of its own (marks repeat the call); inhibition, %; measured here: 10K pilot screen inhibition
The depositor's hits bear a star.

How did CC(=O)Nc1ccc(OCC(=O)NC(C)C(C)C)cc1 (centres undefined) do in these assays?
influenza NS1A: 2.3%; H37Rv inhibition: -3.1%; PhoP GFP inhibition: -3.5%; VEEV TC-83 Vero: 0.2%; M. tuberculosis: 2.0%

Results for O=C(c1ccc(Br)s1)N1CCN(S(=O)(=O)c2ccccc2)CC1 ?
influenza NS1A: -5.2%; H37Rv inhibition: 7.5%; PhoP GFP inhibition: -2.5%; VEEV TC-83 Vero: 2.5%; M. tuberculosis: 0.6%

What do the screens show for `COc1cccc(NC(=O)C2CCC2)c1`?
influenza NS1A: -0.4%; H37Rv inhibition: 2.5%; PhoP GFP inhibition: 0.1%; VEEV TC-83 Vero: 0.1%; M. tuberculosis: -3.0%

Results for CCC(=O)Nc1ccccc1N1CCN(S(C)(=O)=O)CC1 ?
influenza NS1A: 12.0%; H37Rv inhibition: -2.6%; PhoP GFP inhibition: 14.2%; VEEV TC-83 Vero: 0.6%; M. tuberculosis: 16.0%

What do the screens show for `Cc1nc2ccccn2c1C(=O)N/N=C/c1cc(C)n(-c2ccc(Br)cc2)c1C`?
influenza NS1A: 7.8%; H37Rv inhibition: 59.4%; PhoP GFP inhibition: -2.1%; VEEV TC-83 Vero: inactive; M. tuberculosis: 46.2%

Results for COc1ccc(Cc2nc3ccc(C(=O)NC4CCOC4)cc3o2)cc1 (centres undefined) ?
influenza NS1A: 0.6%; H37Rv inhibition: -2.3%; PhoP GFP inhibition: -6.6%; VEEV TC-83 Vero: inactive; M. tuberculosis: 6.3%

How did C=CCc1c(C)nc(SCc2nc3ccccc3c(=O)[nH]2)[nH]c1=O do in these assays?
influenza NS1A: -17.1%; H37Rv inhibition: 1.4%; PhoP GFP inhibition: -1.2%; VEEV TC-83 Vero: 0.6%; M. tuberculosis: -9.9%

How did CCO[C@@H]1OC(C(=O)NC2CC2)=C[C@H](c2ccccc2)[C@H]1CCCO do in these assays?
influenza NS1A: 0.7%; H37Rv inhibition: -2.0%; PhoP GFP inhibition: -6.4%; VEEV TC-83 Vero: 0.1%; M. tuberculosis: 2.5%

How did O=C(O)c1ccc(Cl)c(S(=O)(=O)N(Cc2ccccc2)c2ccccc2)c1 do in these assays?
influenza NS1A: -4.9%; H37Rv inhibition: -3.7%; PhoP GFP inhibition: -13.2%; VEEV TC-83 Vero: 0.5%; M. tuberculosis: 0.1%

What do the screens show for `Cc1nc(N)ncc1-c1ccc2c(c1)OCO2`?
influenza NS1A: 20.8%; H37Rv inhibition: -6.7%; PhoP GFP inhibition: 1.2%; VEEV TC-83 Vero: 0.3%; M. tuberculosis: 13.3%

How did COc1ccc2c(c1)C1C=CCC1C(c1cc3c(cc1Br)OCO3)N2 (centres undefined) do in these assays?
influenza NS1A: 7.7%; H37Rv inhibition: 8.6%; PhoP GFP inhibition: -5.5%; VEEV TC-83 Vero: inactive; M. tuberculosis: 11.1%

Results for Cc1ccsc1CNc1ncnc2ccc(-c3c(C)noc3C)cc12 ?
influenza NS1A: 2.2%; H37Rv inhibition: 0.6%; VEEV TC-83 Vero: 7.4%; M. tuberculosis: 14.2%

How did Cc1ccnc(NC(=O)C2CCCN(S(=O)(=O)c3ccc4[nH]c(=O)ccc4c3)C2)c1 (centres undefined) do in these assays?
influenza NS1A: -0.6%; H37Rv inhibition: 2.6%; PhoP GFP inhibition: 7.1%; VEEV TC-83 Vero: inactive; M. tuberculosis: -0.2%

What do the screens show for `Cc1[nH]ccc(=O)c1OCc1c(Cl)cccc1Cl`?
influenza NS1A: 2.7%; H37Rv inhibition: 0.8%; PhoP GFP inhibition: 0.0%; VEEV TC-83 Vero: 0.9%; M. tuberculosis: -2.8%

Results for CN1CCN(C(=O)c2ccc(C3SCC(=O)N3Cc3ccco3)cc2)CC1 (centres undefined) ?
influenza NS1A: 2.8%; H37Rv inhibition: -0.2%; PhoP GFP inhibition: -0.4%; VEEV TC-83 Vero: 2.3%; M. tuberculosis: 6.6%

What do the screens show for `CS(=O)(=O)Nc1ccc(C2=NN(S(C)(=O)=O)C(c3ccccc3)C2)cc1` (centres undefined)?
influenza NS1A: -1.2%; H37Rv inhibition: 3.8%; PhoP GFP inhibition: 12.6%; VEEV TC-83 Vero: 0.9%; M. tuberculosis: 1.9%

What do the screens show for `O=C(COc1ccccc1)NCCc1cn2ccsc2n1`?
influenza NS1A: 32.5%; H37Rv inhibition: -2.0%; PhoP GFP inhibition: -6.4%; VEEV TC-83 Vero: 0.5%; M. tuberculosis: 1.7%; VEEV TC-83 Vero 10K pilot screen: 0.8

Results for COC(=O)c1cn(Cc2ccccn2)c(=O)c2ccccc12 ?
influenza NS1A: -11.9%; H37Rv inhibition: -11.4%; PhoP GFP inhibition: 3.2%; VEEV TC-83 Vero: inactive; M. tuberculosis: -13.0%

What do the screens show for `Cc1ccnc(NC(=O)CSc2nnc3c(n2)[nH]c2ccccc23)c1`?
H37Rv inhibition: -2.9%; PhoP GFP inhibition: 2.8%; M. tuberculosis: 15.4%

How did CCN1C(=O)N/C(=C/c2ccc(Sc3ccc(C)cc3)o2)C1=O do in these assays?
influenza NS1A: -24.2%; H37Rv inhibition: 4.4%; PhoP GFP inhibition: -7.3%; VEEV TC-83 Vero: 1.3%; M. tuberculosis: 39.1%

3 structures from above, ordered by heavy-atom count, highest first.
How did O=C(O)c1ccc(Cl)c(S(=O)(=O)N(Cc2ccccc2)c2ccccc2)c1 do in these assays?
influenza NS1A: -4.9%; H37Rv inhibition: -3.7%; PhoP GFP inhibition: -13.2%; VEEV TC-83 Vero: 0.5%; M. tuberculosis: 0.1%

Results for Cc1ccsc1CNc1ncnc2ccc(-c3c(C)noc3C)cc12 ?
influenza NS1A: 2.2%; H37Rv inhibition: 0.6%; VEEV TC-83 Vero: 7.4%; M. tuberculosis: 14.2%

What do the screens show for `Cc1nc(N)ncc1-c1ccc2c(c1)OCO2`?
influenza NS1A: 20.8%; H37Rv inhibition: -6.7%; PhoP GFP inhibition: 1.2%; VEEV TC-83 Vero: 0.3%; M. tuberculosis: 13.3%

Later entries.
What do the screens show for `Cn1c(=O)c2c(nc(N3CCCCCC3)n2CC(O)COc2ccccc2)n(C)c1=O` (centres undefined)?
influenza NS1A: 0.8%; H37Rv inhibition: -6.8%; PhoP GFP inhibition: -14.4%; VEEV TC-83 Vero: 5.6%

How did COc1cc(C(=S)N2CCN(C)CC2)ccc1OCC(=O)NCc1ccccc1 do in these assays?
H37Rv inhibition: -3.4%; PhoP GFP inhibition: 7.1%; VEEV TC-83 Vero: 0.1%; M. tuberculosis: -1.4%

What do the screens show for `COc1cccc(CNC(=O)c2cc(S(=O)(=O)N3CCCC3)cn2C)c1`?
influenza NS1A: 0.2%; H37Rv inhibition: -9.5%; PhoP GFP inhibition: -6.0%; VEEV TC-83 Vero: 0.9%; M. tuberculosis: 4.2%

Results for O=C(c1ccc(Br)cc1)N1CCN(Cc2ccccc2)CC1 ?
influenza NS1A: 4.0%; H37Rv inhibition: 4.1%; PhoP GFP inhibition: -4.1%; VEEV TC-83 Vero: 0.2%; M. tuberculosis: 14.7%

What do the screens show for `CC(=O)Nc1ccccc1-c1nc2ccccc2nc1OCC(=O)c1ccc(Cl)cc1`?
influenza NS1A: 4.1%; H37Rv inhibition: -4.3%; PhoP GFP inhibition: 2.0%; VEEV TC-83 Vero: 0.4%; M. tuberculosis: -19.0%

How did CC(C)C(=O)Nc1cccc(N2CCN(CCCN3C(=O)C4CCCCN4C3=O)CC2)c1 (centres undefined) do in these assays?
influenza NS1A: -6.8%; VEEV TC-83 Vero: 0.0%

How did NS(=O)(=O)c1ccc(NC(=O)COC(=O)CCCN2C(=O)c3cccc4cccc(c34)C2=O)cc1 do in these assays?
influenza NS1A: -8.6%; H37Rv inhibition: 0.0%; VEEV TC-83 Vero: 3.3%; M. tuberculosis: -9.9%

Results for CC(NC(=O)C(=O)N1CCOCC1)C(c1cccs1)N1CCN(c2ccccc2)CC1 (centres undefined) ?
influenza NS1A: 2.1%; H37Rv inhibition: -5.0%; PhoP GFP inhibition: 6.5%; VEEV TC-83 Vero: 0.6%; M. tuberculosis: -2.3%

How did O=C(Nc1ccc2c(c1)OCO2)Nc1ccc2c(c1)OCO2 do in these assays?
influenza NS1A: 0.1%; H37Rv inhibition: 2.2%; PhoP GFP inhibition: -2.3%; VEEV TC-83 Vero: 0.2%; M. tuberculosis: 6.2%

Results for Cc1cc(-c2ccccc2)nc(N/N=C/c2ccco2)n1 ?
influenza NS1A: 5.1%; H37Rv inhibition: 9.8%; PhoP GFP inhibition: 6.9%; VEEV TC-83 Vero: 7.7%; M. tuberculosis: 31.9%

Results for C=CCN1C=CC(=CC=C(C#N)C#N)C=C1 ?
influenza NS1A: 4.2%; H37Rv inhibition: -0.5%; PhoP GFP inhibition: 1.1%; VEEV TC-83 Vero: inactive; M. tuberculosis: -20.9%

How did Cc1ccc(NC(=O)O/N=C/c2cccc([N+](=O)[O-])c2)cc1 do in these assays?
influenza NS1A: 2.5%; H37Rv inhibition: 2.8%; PhoP GFP inhibition: 9.3%; VEEV TC-83 Vero: 1.4%; M. tuberculosis: 19.5%

What do the screens show for `CC(C)Oc1ccc(S(=O)(=O)N2CCOCC2)cc1NC(=O)CN1C(=O)NC2(CCCC2)C1=O`?
influenza NS1A: 11.9%; H37Rv inhibition: -6.3%; PhoP GFP inhibition: -7.2%; VEEV TC-83 Vero: 0.0%; M. tuberculosis: 2.6%

What do the screens show for `O=C(NN1CCOCC1)c1cccc(COc2cccc(Br)c2)c1`?
influenza NS1A: 2.3%; H37Rv inhibition: -4.9%; PhoP GFP inhibition: -6.6%; VEEV TC-83 Vero: 0.3%; M. tuberculosis: -17.0%

How did O=C(CN1C(=O)CSC1=O)Nc1ccc(C(=O)O)cc1 do in these assays?
influenza NS1A: -1.4%; H37Rv inhibition: 0.6%; PhoP GFP inhibition: -6.1%; VEEV TC-83 Vero: 0.3%; M. tuberculosis: 10.6%

What do the screens show for `CCOC(=O)N1CCN(C(=O)CSc2ccc(-c3cccc(OC)c3)nn2)CC1`?
influenza NS1A: -4.2%; H37Rv inhibition: 3.5%; PhoP GFP inhibition: 10.7%; VEEV TC-83 Vero: 9.5%; M. tuberculosis: 24.5%

What do the screens show for `CNC(C(=O)c1ccccc1)C(OC)c1ccc(C)cc1` (centres undefined)?
influenza NS1A: 8.1%; H37Rv inhibition: -9.6%; PhoP GFP inhibition: -3.7%; VEEV TC-83 Vero: 0.8%; M. tuberculosis: 43.2%

How did Cc1[nH]n(-c2cccc(Cl)c2)c(=O)c1/C=N/n1c(C)nc2ccccc2c1=O do in these assays?
influenza NS1A: 8.5%; H37Rv inhibition: 4.3%; PhoP GFP inhibition: 7.2%; VEEV TC-83 Vero: 7.5%; M. tuberculosis: inactive

How did Cc1onc(-c2c(F)cccc2Cl)c1C(=O)Nc1nc2ccccc2[nH]1 do in these assays?
influenza NS1A: -6.0%; H37Rv inhibition: 45.0%; PhoP GFP inhibition: -6.6%; VEEV TC-83 Vero: 11.5%; M. tuberculosis: 20.0%

Results for Cc1ccc(OCC(=O)NNC(=O)C(C)Sc2ncnc3sc(C)c(C)c23)cc1 (centres undefined) ?
influenza NS1A: -2.3%; H37Rv inhibition: -3.5%; PhoP GFP inhibition: 4.6%; VEEV TC-83 Vero: 1.3%; M. tuberculosis: -6.0%

What do the screens show for `O=C(CNC(=O)N1CC(=O)Nc2ccccc21)NCCc1c[nH]c2ccccc12`?
influenza NS1A: 3.2%; H37Rv inhibition: -9.9%; PhoP GFP inhibition: -8.3%; VEEV TC-83 Vero: 0.4%; M. tuberculosis: -13.4%

How did CC(C)(C)NCc1cc(Br)ccc1OC1CCCC1 do in these assays?
influenza NS1A: 4.0%; H37Rv inhibition: -10.9%; PhoP GFP inhibition: -7.4%; VEEV TC-83 Vero: inactive; M. tuberculosis: 8.01µM*

How did O=C(Nc1ccc2[nH]ccc2c1)c1ccc(F)cc1 do in these assays?
influenza NS1A: 9.4%; H37Rv inhibition: -3.0%; PhoP GFP inhibition: 6.2%; VEEV TC-83 Vero: inactive; M. tuberculosis: -8.6%

Results for O=S1(=O)c2ccccc2N=NN1Cc1ccc(Cl)c(Cl)c1 ?
H37Rv inhibition: inconclusive; PhoP GFP inhibition: 3.2%; M. tuberculosis: 8.7%

What do the screens show for `N#Cc1c(-c2ccccc2)nc(-c2cccnc2)[nH]c1=O`?
influenza NS1A: -18.4%; H37Rv inhibition: 0.8%; PhoP GFP inhibition: -5.0%; VEEV TC-83 Vero: 1.6%; M. tuberculosis: 4.9%

Results for CCc1ccccc1NC(=O)N1C2CCCC1CC(NC(C)=O)C2 (centres undefined) ?
influenza NS1A: 3.2%; H37Rv inhibition: -5.6%; PhoP GFP inhibition: -5.0%; VEEV TC-83 Vero: 1.4%; M. tuberculosis: -9.5%
